Assay outcomes (PubChem BioAssay)
bovine MsrA act – activates bovine MsrA enzyme; purified bovine MsrA, absorbance read-out; activation, % at 10.6 µM; actives 0.3% (n = 360,000); in the data active means activation above about 7.5%;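 further: 0% = vehicle and 100% = reference activator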
SKN-1 inh – C. elegans SKN-1 inhibition | C. elegans VP596 Pgst-4::GFP/RFP ratio, acrylamide-induced, 24 h | inhibition, % at 21.8 µM | actives 0.49% (n = 360,000) | AID 624304;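 active means interference check ratio from 0.5 to 1.5 plus GFP to RFP signal ratio inhibition reaching or exceeding a fixed threshold, cut at about 30% in these data, passing the limit was not always enough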; further: some compounds called inactive have numbers as strong as hits
Rin1 Abl inh – blocks binding of human Rin1 to Abl. P00519+Q13671. TR-FRET Rin1/Abl binding, biochemical. inhibition, % at 7.35 µM. actives 0.4% (n = 360,000). AID 588664; in the data active means inhibition above about 5%, passing the limit was not always enough
PABP1 MLLE inh – blocks PAM2 peptide binding to the PABP1 MLLE domain | P11940 | GST-MLLE / FITC-PAM2 fluorescence polarization | inhibition, % at 20 µM | actives 0.36% (n = 360,000); in the data active means inhibition above about 35%, passing the limit was not always enough;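 further: plate controls were DMSO wells with GST-MLLE for no effect and wells lacking GST-MLLE protein for full effect; some results filed as inactive read as strong as hits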
Neddylation inh – cullin neddylation inhibition; TR-FRET cullin neddylation, biochemical; calls only at 25 µM; actives 0.58% (n = 360,000); in the data active means inhibition above about 36%
FAS TE block – blocks the thioesterase domain of human fatty acid synthase; actives 0.67% (n = 360,000); recombinant FAS-TE, OMFH fluorogenic substrate, fluorescence endpoint; AID 602261; P49327; inhibition, % at 15 µM;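 active means compounds whose normalised, plate-corrected inhibition of enzyme fluorescence in the single-dose primary screen is 50% or more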;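 further: 0% = DMSO with enzyme and 100% = substrate without enzyme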
MT1-MMP act inh – MT1-MMP (human) activation inhibition; GFP/RFP ratio change, % at 20 µM; AID 651647; actives 0.061% (n = 360,000); HT1080 RFP-PRO-GFP cells, GFP/RFP ratio fluorescence, overnight; percent of plate control window, DMSO zero; P50281;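 active means GFP/RFP ratio change of at least 30% with cell ATP level not reduced by more than half and red fluorescence within 50% of control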; further: strong numbers were not always called active
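Assay system – RFP-PRO-GFP reporter HT1080 cells · Compound dosing – single dose of 20 µM compound, 1% DMSO final · Incubation – overnight compound exposure at 37 °C · Measure – GFP/RFP fluorescence ratio · Benchmarks – DMSO wells and RFP-L50D-GFP cells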
CendR NRP1 mod – modulators of CendR peptide binding to human neuropilin-1. inhibition, % at 25 µM. O14786. AID 602438. FAM-RPARPAR peptide binding to NRP-1, fluorescence polarization. actives 0.85% (n = 360,000);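 active means inhibition or corrected inhibition above about 18%, plus a signal ratio from 0.5 to 1.5, limit read from the data, passing the limit was not always enough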; further: strong numbers were not always called active
eLon inh – E. coli protease La inhibition; actives 0.42% (n = 360,000); AID 602123; inhibition, % at 7.94 µM; P0A9M0; purified E. coli Lon protease, fluorescence polarization; in the data active means inhibition above about 13%, passing the limit was not always enough;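 further: 0% = enzyme with probe and DMSO and 100% = no enzyme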
Target sequence (P0A9M0 whole entry, looked up): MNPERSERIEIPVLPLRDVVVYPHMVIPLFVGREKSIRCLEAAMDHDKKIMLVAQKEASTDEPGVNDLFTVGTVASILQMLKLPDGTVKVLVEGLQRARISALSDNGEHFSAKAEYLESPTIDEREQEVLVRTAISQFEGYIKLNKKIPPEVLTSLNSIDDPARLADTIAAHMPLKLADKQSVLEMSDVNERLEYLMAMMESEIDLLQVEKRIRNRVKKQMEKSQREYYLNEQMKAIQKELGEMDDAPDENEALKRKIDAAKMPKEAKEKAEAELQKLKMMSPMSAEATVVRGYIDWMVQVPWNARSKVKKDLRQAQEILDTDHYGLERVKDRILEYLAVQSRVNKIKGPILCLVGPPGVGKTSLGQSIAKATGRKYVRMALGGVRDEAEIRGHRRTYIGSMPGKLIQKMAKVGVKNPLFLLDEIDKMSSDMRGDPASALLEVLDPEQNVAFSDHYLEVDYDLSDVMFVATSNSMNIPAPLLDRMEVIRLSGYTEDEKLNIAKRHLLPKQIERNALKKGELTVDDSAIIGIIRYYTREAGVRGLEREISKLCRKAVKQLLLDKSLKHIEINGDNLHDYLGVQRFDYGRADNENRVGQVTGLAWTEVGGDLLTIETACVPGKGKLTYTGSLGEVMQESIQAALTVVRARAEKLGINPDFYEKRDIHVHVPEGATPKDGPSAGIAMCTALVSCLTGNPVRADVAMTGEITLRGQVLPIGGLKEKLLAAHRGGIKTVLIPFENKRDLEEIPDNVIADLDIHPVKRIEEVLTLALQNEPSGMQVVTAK
The depositor's hits bear a star; i = inactive; . = not tested or not shown.

#	structure	bovine MsrA act	PABP1 MLLE inh	Neddylation inh	SKN-1 inh	MT1-MMP act inh	eLon inh	FAS TE block	CendR NRP1 mod	Rin1 Abl inh
1	Cn1nc(C(=O)NCc2ccccc2)c2c1-c1ccccc1S(=O)(=O)C2	-2	-3	i	-12	2	-1	4	7	-2
2	CN(C)S(=O)(=O)c1cc(S(=O)(=O)N(C)C)c(Cl)cc1N	-8	-1	i	7	8	-5	-3	-3	2
3	CN(C)CCN=Cc1c(O)n(Cc2ccccc2)c(=O)c2ccccc12	-3	4	i	8	2	-7	-1	-9	-2
4	Cc1cc[n+](CC[n+]2ccc(C)cc2)cc1	-1	-3	i	2	2	9	-12	-1	-3
5	NS(=O)(=O)c1ccc(NC(=O)COc2ccc(Cl)cc2)cc1	-4	2	i	-4	2	6	-3	7	2
6	COc1ccc2cc3c(N)nn(C(=O)c4cccc(F)c4)c3nc2c1	-7	-26	i	-11	-10	0	2	-6	0
7	CCOC(=O)Cc1csc(NC(=O)NC2(C(F)(F)F)Oc3ccc(Cl)cc3O2)n1 (configuration not stated)	-4	-45	i	22	4	3	9	5	1
8	CCc1cccc2c(C(=O)C(F)(F)F)cn(CC(=O)N3CCOCC3)c12	-6	-4	i	4	-1	-5	-11	0	-2
9	O=[N+]([O-])c1cccc(-c2nnc(SCc3cccnc3)o2)c1	-5	-1	i	8	1	-2	27	13	-3
10	COc1ccccc1/C=N/NC(=O)c1ccc(CN2C(=O)c3cccc4cccc2c34)cc1	-1	-2	.	14	-12	-6	22	13	0
11	Cc1c(C(=O)N2CCCC2)c(S(=O)(=O)Nc2ccccc2Cl)c(C)n1C	-3	-6	i	11	1	6	-7	-6	5
12	COc1cccc(NC(=O)NNS(=O)(=O)c2ccc(OC)cc2OC)c1	-5	18	i	-7	0	-9	-3	14	-3
13	Cn1c(SCC(=O)Nc2nccs2)nnc1C12CC3CC(CC(C3)C1)C2	-14	-4	i	-24	7	-7	0	-12	4
14	NC(=O)C1CCN(c2oc(-c3ccc(F)cc3)nc2S(=O)(=O)c2ccccc2)CC1	-3	7	i	9	-1	3	-5	3	3
15	O=c1ncn(C2CCCCC2)c(=O)[nH]1	-13	14	i	-5	1	-5	-2	8	0
16	C=CCn1c(SCC(=O)N2CCN(c3ccc(F)cc3)CC2)nnc1-c1ccco1	2	-13	i	-2	-5	3	1	-15	0
17	Cc1nnc(SCCn2c(N3CC(C)CC(C)C3)nc3c2c(=O)n(C)c(=O)n3C)s1 (configuration not stated)	-2	-10	i	41*	-2	4	-8	2	0
18	COc1ccc2c(c1)CCc1c(C(=O)Nc3c(C)nn(Cc4ccccc4)c3C)noc1-2	-5	-5	i	-10	-1	-9	16	13	1
19	CCOc1ccccc1C1CC(=O)Nc2cc(OC)c(OC)cc21 (configuration not stated)	0	-6	i	2	-1	1	-4	7	-2
20	O=C(CCn1cnc2ccccc21)N/N=C/c1ccc(O)cc1	-3	8	i	-5	1	4	-1	10	4
21	COc1ccc(C)cc1S(=O)(=O)N1CCCC(C(=O)NC2CC2)C1 (configuration not stated)	-3	0	i	6	2	-6	-1	-4	1
22	CC(C)n1nnnc1-c1cc(Cl)cc(Cl)c1	0	13	i	18	2	0	-6	-1	2
23	CCOc1ccc(CCNC(=O)CCCn2nc(C)c3c(C)n(-c4ccccc4)nc3c2=O)cc1	-2	10	i	3	3	-9	-1	1	0
24	COc1cccc2cc(C(=O)N3CCN(C45CC6CC(CC(C6)C4)C5)CC3)c(=O)oc12	-5	2	i	-6	-4	-8	-8	2	0
25	Cc1cc(C(=O)Nc2ccccc2Cc2ccccc2)no1	1	-6	i	10	-4	14	2	0	5

Values in list order from the entries so far.
FAS TE block for nos. 8–17: -11, 27, 22, -7, -3, 0, -5, -2, 1, -8
bovine MsrA act for nos. 8–17: -6, -5, -1, -3, -5, -14, -3, -13, 2, -2
Neddylation inh for nos. 8–17: i, i, ., i, i, i, i, i, i, i

The main list resumes, starting two compounds before the break.
#	structure	bovine MsrA act	PABP1 MLLE inh	Neddylation inh	SKN-1 inh	MT1-MMP act inh	eLon inh	FAS TE block	CendR NRP1 mod	Rin1 Abl inh
24	COc1cccc2cc(C(=O)N3CCN(C45CC6CC(CC(C6)C4)C5)CC3)c(=O)oc12	-5	2	i	-6	-4	-8	-8	2	0
25	Cc1cc(C(=O)Nc2ccccc2Cc2ccccc2)no1	1	-6	i	10	-4	14	2	0	5
26	O=S(=O)(Nc1ccc2c(c1)nc1n2CCN(Cc2ccccc2)C1)c1ccc(Cl)cc1	-4	-24	.	-6	-2	-15	2	-47	5
27	COC(=O)c1nnc(-c2ccccc2)c(-c2ccccc2)n1	-2	9	i	-15	2	-1	-4	6	-3
28	Cc1ccc(C(C(=O)NC(C)(C)C)N(Cc2cccs2)C(=O)c2ccc3c(c2)OCCO3)cc1 (configuration not stated)	-2	-5	i	-3	-11	3	26	13	-1
29	CC(C)(C)OC(=O)C[C@@H]1C/C=C\C[C@@H](CC(=O)NCCO)C(=O)NCCOC1=O	-14	16	i	11	1	4	-13	2	0
30	CCN(CCn1cccn1)C(=O)c1cc(COc2cccc3cccnc23)on1	-3	-9	i	1	0	0	-2	-6	-1
31	Cc1cc2c(cc1C)CSC(c1ccccc1O)SC2	3	10	i	-6	-5	-5	23	-1	2
32	COc1ccc(N(C(=O)c2ccc(Cl)cc2)C2=CC3CCC(C2)N3C)cc1 (configuration not stated)	-9	-4	i	-17	1	10	-6	6	-3
33	Cc1cccc(-c2nnc(SCC(=O)N3CCOCC3)o2)c1	-3	-2	i	-1	2	0	-2	0	1
34	Cc1c(C(=O)NCc2cccs2)sc(=O)n1Cc1ccc(S(C)(=O)=O)cc1	-1	5	i	-11	4	3	-2	-3	-2
35	Cc1ccc(S(=O)(=O)N(CC(=O)NCc2ccccc2Cl)C(=O)N2CCN(C)CC2)cc1	-1	5	i	1	2	-5	-10	6	-1
36	CN(C)/N=C/c1ccc(Sc2ccccc2[N+](=O)[O-])o1	-10	22	i	9	.	3	15	2	1
37	COC(=O)CCN(C(=O)c1ccc(N2CCCCC2)c([N+](=O)[O-])c1)c1ccccn1	-2	-3	i	5	-1	0	-11	0	-6
38	CCOC(=O)[C@]12CCC=C1N(CCC1=CCCCC1)C(=O)[C@H](CC(=O)N1CCOCC1)C2	-3	.	i	-16	3	2	-12	-3	.
39	COCCCNc1nc2nonc2nc1NCCSC	-3	17	i	-3	2	4	-3	-1	-5
40	CCOC(=O)[C@]12CCC=C1N(Cc1cccc3ccccc13)C(=O)[C@H](CC(=O)N1CCCCC1)C2	5	.	i	14	-4	-13	1	11	.
41	CCC1=NN2C(=N)/C(=C\c3ccc(OCc4cc(=O)n5nc(CC)sc5n4)c(OC)c3)C(=O)N=C2S1	-11	-3	i	-2	2	6	-9	-148	0
42	CCCCOC(=O)n1c(=O)oc2cc(S(=O)(=O)N3CCCCC3)ccc21	-5	-1	i	-2	-1	7	-12	-20	2
43	O=C(CCN1C(=O)/C(=C/c2ccccc2)SC1=S)NC1CCS(=O)(=O)C1 (configuration not stated)	-4	18	i	1	0	-1	0	2	-1
44	O=C(c1ccc2c3c(cccc13)CC2)C1CCCN(Cc2ccccn2)C1 (configuration not stated)	-1	-4	.	4	-4	-11	-4	10	-3
45	Cc1c(N=Cc2ccc(O)c(Br)c2)cccc1[N+](=O)[O-]	-3	-5	i	2	1	-22	-4	-4	-2
46	Cc1ccc(COc2ccsc2C(=O)NNC(N)=S)cc1	0	-13	i	-8	2	-4	-5	5	5
47	Clc1ccccc1Nc1ncnc2c1nnn2Cc1ccccc1	-7	-9	i	8	5	-5	6	-3	-2
48	CCOC(=O)C(C)Oc1cccc2c(=O)n(CC(=O)Nc3ccc(OCC)cc3)ccc12 (configuration not stated)	-7	0	i	-1	-6	-5	-13	-4	-3
49	CCN(CC)Cc1c(O)ccc2c(=O)c(-c3ccccc3OC)coc12	-2	0	.	2	-2	-6	-4	12	-2
50	O=C(/C=C/c1ccc(OCCCF)cc1)NCc1ccc(Cl)c(Cl)c1	-2	3	i	18	11	-1	12	7	-1
51	Cc1cccc(N(C(=O)c2csnn2)C(C(=O)NCc2ccccc2)c2ccc(C)o2)c1 (configuration not stated)	-1	14	i	0	-6	5	6	2	3
52	CCc1cc(=O)oc2c(C)c(OC(C)C(=O)NCC3CCC(C(=O)O)CC3)ccc12 (configuration not stated)	-4	8	i	-6	6	-4	-8	8	-2
53	Cc1cc(C2C(C#N)=C(N)OC3=C2C(=O)CCC3)c(C)s1 (configuration not stated)	-12	-5	i	-21	-2	-3	-14	4	-4
54	Cc1nc2ccc(C(=O)N/N=C/c3cc([N+](=O)[O-])ccc3O)cc2[nH]1	-2	-2	i	8	2	12	6	14	-4
55	Cc1ccc(-n2nc3c(=O)n(CCCC(=O)NCc4cccc(F)c4)nc(C)c3c2C)cc1	-1	-10	i	1	6	1	0	2	-2
56	CCc1nnc(NC(=O)CSc2nnc3nc(C)cc(C)n23)s1	0	-1	i	15	4	-3	-4	0	1
57	CN(C)C(=O)CSc1n[nH]c(=O)[nH]c1=O	-11	-5	i	-7	12	3	-9	-2	0
58	O=C(NN1C(=O)c2ccccc2NC1c1ccc([N+](=O)[O-])o1)c1ccc(Br)cc1 (configuration not stated)	-5	3	i	9	-2	9	27	-15	1
59	CC(C)(C)OC(=O)N1CCC[C@H]1c1nnc(SCc2cccc(Cl)c2)o1	-1	7	i	-9	2	6	8	0	0
60	COc1ccc(-c2ccc(CCC(=O)O)n2Cc2ccco2)cc1	-6	5	i	4	-14	-17	-2	-21	2
61	Cc1ccc(OCC(=O)NNC(=O)c2ccco2)c(C)c1	-5	-2	i	20	1	4	-3	4	2
62	COCCN(Cc1ccccc1)C(=O)c1cccc(S(=O)(=O)N2CCN(Cc3ccccc3)CC2)c1	1	-8	i	3	-3	-12	19	-12	1
63	COc1ccc(N2CC(C)Cn3c2nc2c3c(=O)[nH]c(=O)n2C)cc1 (configuration not stated)	3	-4	i	14	2	-1	-7	3	1
64	O=C(O)CSc1ccccn1	-2	10	i	-2	2	-17	-8	-9	-1
65	CC(C(=O)N1CCc2ccccc21)N1CCN(S(=O)(=O)c2ccc3c(c2)OCCCO3)CC1 (configuration not stated)	-2	11	i	11	3	10	42	21	2
66	CC(=O)Nc1cc(-c2ccccc2)cn2c(-c3ccc(F)cc3)cnc12	-1	2	i	7	-4	-11	0	-21	-3
67	O=C(c1ccc(NC(=S)NCc2ccco2)cc1)N1CCCCC1	-5	-14	i	-6	-2	-5	-10	-13	3
68	Cc1c([C@@H]2C[C@H]3CN(Cc4cccc(Cl)c4)C(=O)[C@]34CCCN24)cnn1C	-2	-28	i	13	-10	-18	-2	-55	1
69	Cc1ccc(S(=O)(=O)Oc2cccc([N+](=O)[O-])c2)cc1	-1	11	i	10	1	1	40	5	-2
70	CC(=O)Nc1ccc(N2CCN(Cc3ccccc3F)CC2)cc1	-12	-6	i	-2	8	-5	-8	0	-2
71	Cc1nc2c(o1)CCc1ccccc1C2O (configuration not stated)	1	6	i	-23	0	2	-6	2	1
72	Cc1ccnc(NC2(C(F)(F)F)N=C3SCCN3C2=O)c1 (configuration not stated)	-2	0	i	3	3	1	-3	-3	-3
73	CC/C(Cc1ccccc1)=N/NC(=O)CCn1nnc2ccccc21	-5	-6	i	9	1	-3	-8	-4	0
74	Cc1ccc(S(=O)(=O)Nc2ccccc2N=Cc2c(F)c(F)c(F)c(F)c2F)cc1	-2	3	i	-5	1	-7	22	9	4
75	Cc1nc(-c2ccccc2)c(Cc2ccccc2O)c(=O)[nH]1	-1	0	i	5	2	0	-3	17	-1
